Assay outcomes as filed in PubChem.
RECQ1 inh: RECQ1 (human) helicase inhibition; 240,000 compounds, 0.54% hits; P46063; Potency, µM (series often up to 57.3 µM), inactives show at the top dose activity, negative = inhibition, most hits filed as inhibitors; RECQ1 DNA unwinding, red fluorescence kinetic read;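 also: plate controls were vehicle for no effect and no enzyme for full effect; nearly all actives have a fitted effect of over 30% in size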
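RECQ1T1 50 nM; forked duplex (20 bp + 30-nt ss tails) 200 nM, ATP 2 mM final; pH 8.0, 2 mM MgCl2, 2.5 ug/ml poly(dI-dC); 15 min compound preincubation; discontinuous kinetic read over 2 h at RT.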
Tau fluor cs: counter-screen for tau fibril formation inhibitors | tau K18 P301L Alexa594 fluorescence, heparin fibrillization | Potency, µM (doses to about 57.7 µM), without a hit: top-dose activity change, negative = decrease | 280,000 compounds, 0.93% hits; also: % is scaled to controls: 0 for no effect and ±100 for the full control effect; nearly all actives have a fitted effect of over 55% in size
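Human K18 P301L tau (15 uM unlabeled plus 0.24 uM Alexa 594-labeled, final) in 100 mM sodium acetate pH 7 was mixed with compound and 20 uM heparin and incubated 6 hr at 37 C.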
Tau fibril FP: blocks human tau fibril formation measured by polarization | P10636 | K18 P301L tau heparin fibrillization, Alexa594 FP, 6 h | Potency, µM (titrated, usually from 57.7 µM), inactives show at the highest dose activity, negative = inhibition, actives largely listed as inhibitors | 280,000 compounds, 0.39% hits | AID 1468; also: % is scaled to controls: 0 for no effect and ±100 for the full control effect; nearly all actives have a fitted effect of over 55% in size
Target sequence (P10636 561-689 P618L limits assumed): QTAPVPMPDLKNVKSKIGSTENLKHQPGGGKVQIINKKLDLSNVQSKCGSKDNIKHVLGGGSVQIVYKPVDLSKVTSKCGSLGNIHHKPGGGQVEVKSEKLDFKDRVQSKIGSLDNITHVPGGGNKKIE
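Human tau K18 […] P301L fragment, 15 uM unlabeled plus 0.24 uM Alexa 594-labeled tau (final), with compound and 20 uM heparin in 100 mM sodium acetate pH 7; 6 hr at 37 C, then Alexa 594 FP read.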
Tau fibril ThT: blocks human tau fibril formation measured by thioflavin T; Potency, µM (doses to about 57.4 µM), without a hit: at the top dose activity, negative = inhibition, usual class: inhibitors; AID 1460; recombinant tau K18 P301L (four-repeat tau fragment), heparin-induced fibrillization, ThT fluorescence; 270,000 compounds, 2.1% hits; P10636; also: % is scaled to controls: 0 for no effect and ±100 for the full control effect; nearly all actives have a fitted effect of over 55% in size
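K18 P301L tau (15 uM + 0.24 uM Alexa 594-tagged), heparin 20 uM, NaOAc pH 7, 6 h 37 C; ThT 30 uM, 1 h RT, ex 450/em 510 nm.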
TRb SRC2 PPI: disrupts binding of human TR beta to SRC2 | P10828 | TRbeta-SRC2 peptide binding, fluorescence polarization; receptor liganded with 1 µM T3 | Potency, µM (doses to about 106 µM), for the others: at the top dose activity change, negative = inhibition, hits mostly inhibitors | 280,000 compounds, 0.065% hits | AID 1469;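 also: plate controls were bound peptide for no effect and peptide without receptor for full effect; nearly all actives have a fitted effect of over 50% in size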
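Polarization signal, normalized between peptide-alone and full complex controls, measured compound effects on T3-liganded human TRb LBD (0.6 uM) binding 20 nM Texas Red SRC2 peptide after 5 hr.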
TR SRC2 fluor cs: Texas Red fluorescence interference in TRb-SRC2 counter-screen | 280,000 compounds, 0.29% hits | AID 1479 | TRb/SRC2 Texas Red total fluorescence interference | Potency, µM (highest dose often 106 µM), for the others: at the highest dose fluorescence change, negative = quenching; active = well fitted curve in either direction with a large enough effect; inconclusive = small, poorly fitted or top-dose-only effect; also: % is scaled to controls: 0 for no effect and ±100 for the full control effect
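Flags fluorescent or light-absorbing compounds by total fluorescence, S + 2P, at 555 nm excitation and 632 nm emission. Mixture: 20 nM Texas Red SRC2 peptide, 0.6 uM human TRb LBD, 1 uM T3, 5% DMSO; compound exposure 5 h at ambient temperature.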
L3MBTL1 inh: blocks human L3MBTL1; Potency, µM (titrated, usually from 57.1 µM), for inactives: at the highest dose activity, negative = inhibition, most hits filed as inhibitors; 230,000 compounds, 0.66% hits; AID 485360; AlphaScreen L3MBTL1–H3K9me1 peptide binding; also: % is scaled to controls: 0 for no effect and ±100 for the full control effect; nearly all actives have a fitted effect of over 60% in size
Target sequence (Q9Y468 whole entry, looked up): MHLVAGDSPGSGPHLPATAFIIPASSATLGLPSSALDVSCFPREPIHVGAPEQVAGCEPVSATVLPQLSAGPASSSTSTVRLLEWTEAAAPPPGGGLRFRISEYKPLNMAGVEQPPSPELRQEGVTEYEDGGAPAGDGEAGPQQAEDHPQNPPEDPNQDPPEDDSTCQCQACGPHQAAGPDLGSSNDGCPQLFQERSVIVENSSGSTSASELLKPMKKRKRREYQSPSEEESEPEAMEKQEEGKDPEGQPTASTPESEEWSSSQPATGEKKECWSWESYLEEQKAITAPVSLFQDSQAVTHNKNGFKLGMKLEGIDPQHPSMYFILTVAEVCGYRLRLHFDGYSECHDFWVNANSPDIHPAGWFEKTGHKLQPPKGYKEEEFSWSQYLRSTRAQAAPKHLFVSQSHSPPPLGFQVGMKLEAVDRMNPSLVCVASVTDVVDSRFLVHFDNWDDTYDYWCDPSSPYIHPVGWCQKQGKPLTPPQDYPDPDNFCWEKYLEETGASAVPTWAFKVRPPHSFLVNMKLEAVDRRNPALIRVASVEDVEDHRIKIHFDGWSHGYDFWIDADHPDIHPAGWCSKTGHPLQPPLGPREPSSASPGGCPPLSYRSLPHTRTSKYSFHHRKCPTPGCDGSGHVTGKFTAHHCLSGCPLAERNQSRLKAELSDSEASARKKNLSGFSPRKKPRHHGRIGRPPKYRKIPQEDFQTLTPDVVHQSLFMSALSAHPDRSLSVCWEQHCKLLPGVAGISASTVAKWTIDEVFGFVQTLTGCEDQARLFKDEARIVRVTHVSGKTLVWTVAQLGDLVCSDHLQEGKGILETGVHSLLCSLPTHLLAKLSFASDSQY
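AlphaScreen assay: L3MBTL1 (50 nM final) was preincubated 30 min at room temperature with biotinylated H3(1-15)K9me1 peptide (75 nM final), then 30 min with library compounds; streptavidin donor and nickel chelate acceptor beads (10 ug/mL final) added, 30 min dark.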
HTT ATP protect: cytoprotection in Huntington HTT-Q103 PC12 cell model | AID 1471 | PC12 HTT-Q103 induced, cytoprotection, ATP luminescence, 40 h | 230,000 compounds, 0.14% hits | Potency, µM (titrated, usually from 56.4 µM), inactives show cytoprotection (ATP increase), hits mostly activators;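 also: % of control where 0% means no effect; nearly all actives have a fitted effect of over 45% in size; toxic huntingtin expression switched on by the ecdysone agonist tebufenozide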
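PC12 cells stably carrying ecdysone-inducible Htt exon 1 (Q103)–GFP were induced with 100 nM tebufenozide (final) alongside library compounds in a dose series. Cytoprotection was scored as retained ATP by ATPlite luminescence.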
Active calls of the source: *; i = inactive; ? = inconclusive; . = not tested or not shown; [ ] = dose if it differs, or a comment. Unless noted, calls follow the shape of the dose curve; as a rule, active = well fitted curve in the direction sought with a large enough effect; inconclusive = small, poorly fitted or top-dose-only effect, or another doubt; inactive = no such curve, though single readings can be large; an effect the other way counts as inactive or inconclusive. Potency is read from the fitted curve at half-maximal effect.

mol	RECQ1 inh	Tau fluor cs	Tau fibril FP	Tau fibril ThT	TRb SRC2 PPI	TR SRC2 fluor cs	L3MBTL1 inh	HTT ATP protect
O=C(O)/C=C\C(=O)Nc1ccc(N2CCN(c3ccc(Cl)c(Cl)c3)CC2)cc1	?	?	?	2.2µM*	?	?	25µM*	-13%[10 µM]
Cc1[nH]c(=O)[nH]c(=O)c1NC(=O)c1cccs1	15%	-2%	1%	0%	-2%	-5%	.	8%
O=C(CN1C(=O)c2cccc3cccc1c23)N1CCN(c2cccc(Cl)c2)CC1	i	9%	4%	3%	0%	1%	14%[11.4 µM]	-11%
CCOC(=O)c1cnc2ccc(C)cc2c1NCCc1ccc(OC)c(OC)c1	.	-3%	2%	-15%	9%	-1%	.	.
C=CCOC(=O)C1=C[C@H](c2ccccc2)[C@@H](CCCO)[C@H](OCC)O1	-6%	5%	3%	6%	-8%	0%	4%	14%[10 µM]
COc1cc(C(=O)Nc2nnc(C)s2)cc(OC)c1OC	-4%	4%	-3%	5%	4%	-5%	2%	20%[10 µM]
CC#CC[N+](C)(C)CCCCCCCCCCCC	-8%	-6%	1%	-12%	-1%	-6%	18%	-38%[10 µM]
COCCNC(=O)C/C(C)=N/NC(=O)C(=O)NC1CCCCC1	i	-8%	-5%	-10%	10%	-5%	10%	2%[10 µM]
COc1ccccc1N1CCN(C(=O)c2cc(CC(C)C)on2)CC1	.	-14%	-1%	-13%	-5%	5%	.	.
OC(CNCc1ccccc1F)(c1ccc(F)cc1)c1ccc(F)cc1	i	-13%	-1%	1%	-1%	-28%	37%[activator]	-17%
COc1ccccc1NC(=O)c1nnn(Cc2ccccc2)c1NC(C)=O	i	-14%	-5%	-17%	4%	-8%	1%	-4%
Cc1cc(Br)c2c(c1)=C(c1sc(N3CCCCCC3)nc1O)C(=O)N=2	-1%	-26%	2%	?	2%	-1%	1%	8%[10 µM]
CCOC(=O)N1CCN(c2ncc(C(F)(F)F)cc2Cl)CC1	-2%	-2%	2%	-12%	-3%	0%	.	-9%
Cc1cc(C(=O)N2CCN(c3ccccc3)CC2)c2c(C)nn(-c3cccc(F)c3)c2n1	.	?	9%	-17%	7%	-3%	.	.
CC(=O)Nc1ccc(OCCC[n+]2ccccc2)cc1	i	7%	2%	14%	1%	0%	1%	-2%[10 µM]
CNc1ccccc1C(=O)OCC(=O)c1ccccc1	0%[11.5 µM]	-20%[11.6 µM]	-5%[11.6 µM]	-17%[11.5 µM]	8%[11.2 µM]	-1%[11.2 µM]	56%[activator]	?
Cc1ccc(N/N=C(\C#N)C(=N)N2CCCCC2)cc1	-2%	?	9%	?	-7%	-5%	-3%	-52%[inhibitor][10 µM]
COc1ccc(-n2ccnc2SCC(=O)NCc2ccco2)c(OC)c1	-4%	-3%	-4%	-13%	0%	0%	.	-16%
CC(C)c1c(O)nc(SCC(=O)Nc2ccc3c(c2)CCC3)[nH]c1=O	-8%	-7%	4%	-16%	-5%	0%	.	-19%[10 µM]
CCNC(=O)NC(=O)C(C)OC(=O)Cc1coc2cc3c(cc12)CCC3 (configuration not stated)	-18%	-8%	2%	-12%	5%	0%	.	-68%[inhibitor]
CCN1CCN(c2nc3sc4c(c3c(=O)n2-c2ccc(OC)cc2)CCCCC4)CC1	-4%	-8%	14%	-23%	-4%	-1%	-17%	-25%
COc1ccc(-n2c(/C=C/c3c(C)[nH]c4ccccc34)nc3ccccc3c2=O)cc1	.	-21%	-3%	17%	1%	-25%	.	.
COc1cc2c(cc1OC)C(C)N(C(C)=O)CC2 (configuration not stated)	2%	-2%	-6%	-10%	0%	-1%	-3%	7%[10 µM]
CCOC(=O)c1c(C)[nH]c2c1-c1ccccc1C(=O)C2=O	14%	-13%	-5%	?	?	0%	-15%	-97%[inhibitor][10 µM]
Cc1ccn2cc(-c3cccc(NC(=O)c4ccccc4)c3)nc2c1	-4%	-2%	2%	-1%	10%	0%	-20%	.
Cc1cc(/C=C(\C#N)C(=O)Nc2ccc(Cl)cc2)c(C)n1-c1ccc(N2CCOCC2)c([N+](=O)[O-])c1	-5%	-18%	-4%	?	1%	-2%	-5%	-13%[10 µM]
Cc1c(N=C2NN=C(c3ccc(Cl)cc3)CS2)c(=O)n(-c2ccccc2)n1C	i	-6%	-12%	?	3%	-1%	.	-8%
CSCc1ccc(C(=O)NCc2ccccc2)cc1	-2%	-1%	1%	2%	4%	-21%	-5%	12%[1.9 µM]
CCOCCCNC(=O)c1cn(CC(C)C)c(=O)c2c1c1ccccc1n2C	.	-3%	-2%	1%	9%	-11%	.	.
Nc1nc(CN2CCN(Cc3ccccc3)CC2)nc(N2CCCc3ccccc32)n1	i	2%	0%	-9%	3%	-1%	-20%	-26%
CCOC(=O)c1[nH]c2ccccc2c1NC(=O)c1ccc(Br)cc1	.	-19%	?	-3%	5%	-2%	.	.
Cc1ccc(/C=C/c2ccc(=O)n(Cc3ccc(Cl)cc3Cl)n2)cc1	-1%	-7%	-5%	-4%	-2%	-5%	6%	-3%
CCOC(=O)/C(C#N)=C1/CCCCCN1C	i	2%	2%	-4%	-7%	2%	0%	-21%[0.074 µM]
O=C(Nc1ccccn1)c1ccc2nc(-c3ccccc3)c(-c3ccccc3)nc2c1	24%	-11%	-5%	-6%	-11%	0%	10%	5%
CCCCC(C(=O)OCC(=O)c1ccc(OC)cc1)N1C(=O)c2ccccc2C1=O (configuration not stated)	-14%	-25%	-2%	-4%	-3%	-7%	1%	-6%[10 µM]
COc1cccc2oc(-c3ccco3)cc(=O)c12	-3%	-12%	4%	-18%	4%	-3%	-15%	.
Cc1ccc(-c2[nH]nc3c2C(c2cccnc2)C(C#N)=C(N)O3)cc1 (configuration not stated)	7%	-16%	0%	-14%	5%	-1%	.	-18%[0.074 µM]
CC1Cc2ccccc2N1C(=O)COC(=O)CCc1nc2ccccc2c(=O)[nH]1 (configuration not stated)	0%	0%	-1%	2%	-1%	1%	2%	-15%
CCc1ccc2[nH]c(=O)c(CN(CCO)C(=O)NCc3ccccc3)cc2c1	i	-2%	-3%	2%	-9%	2%	.	-6%
Cc1[nH]c2ccccc2c1C(=O)COc1ccccc1F	-4%	?	?	?	1%	-1%	13%	-13%[10 µM]
O=C(CSc1nccn1-c1cccc(Cl)c1)Nc1ccc2c(c1)OCCO2	-5%	-22%	0%	-24%	6%	1%	.	8%
O=c1c(Sc2ccccc2)c(C(F)(F)F)[nH]n1-c1ccccc1	-1%	-23%	9%	-7%	-1%	-2%	.	-8%
Cc1cccc(C)c1-n1c(=O)n(Cc2ccccc2)c(=O)c2[nH]cnc21	-7%	-5%	-3%	-7%	3%	-1%	5%	10%[10 µM]
O=C(Nc1cc(Cl)cc(Cl)c1)N1CCCN(Cc2ccccc2)CC1	-1%	-22%	-11%	-6%	8%	2%	0%	-8%[10 µM]
O=C(C1=C[C@H](c2ccccc2)C[C@H](OCCCCO)O1)N1CCN(Cc2ccccc2)CC1	i	-3%	-15%	-10%	-5%	-2%	2%	0%[10 µM]
N#C/C(=C(/O)CN1CCN(c2ccccc2F)CC1)c1nc(-c2ccc(Cl)cc2)cs1	i	?	4%	?	0%	2%	9%	-68%[inhibitor]
O=C(NN1C(=O)c2ccccc2NC1c1ccc([N+](=O)[O-])o1)c1ccccc1 (configuration not stated)	4%	-21%	?	?	-2%	0%	.	9%
CC1CCCN(CC(=O)Nc2ccc(S(=O)(=O)NC3CCCCC3)cc2)C1 (configuration not stated)	10%	0%	7%	-3%	-6%	2%	.	22%[10 µM]
Cc1ccc(C2c3c(oc4ccccc4c3=O)C(=O)N2CCCN2CCOCC2)o1 (configuration not stated)	i	-9%	-4%	?	-8%	-3%	.	-11%
CCN(CC)S(=O)(=O)c1ccc(C(=O)Nc2nnc(COC)o2)cc1	i	-8%	-3%	-10%	2%	0%	-6%	-41%[inhibitor]

Next compounds.
mol	RECQ1 inh	Tau fluor cs	Tau fibril FP	Tau fibril ThT	TRb SRC2 PPI	TR SRC2 fluor cs	L3MBTL1 inh	HTT ATP protect
Cc1ccncc1C(N)=O	-3%	-9%	3%	-6%	-8%	-7%	-6%	16%[10 µM]
Cc1cccnc1Nc1nc(-c2ccccn2)cs1	38%[activator]	-11%	-1%	?	2%	-8%	.	-71%[inhibitor][10 µM]
O=C(CCCc1c[nH]c2ccccc12)N1CCN(c2ccc(N3CCOCC3)nn2)CC1	-18%	-18%	-15%	?	5%	0%	-4%	-4%
COc1cccc(NC(=O)c2oc3ccccc3c2NC(C)=O)c1	-16%	-1%	1%	-6%	-23%	-2%	2%	-15%
CC/C(O)=N\S(=O)(=O)c1ccc(N=NN(C)C)cc1	3%	-6%	2%	-17%	8%	-2%	8%	0%[10 µM]
O/N=C/c1ccccc1Oc1ccccc1	-5%	-5%	-4%	-5%	-6%	-2%	5%	-14%[10 µM]
COc1ccc(C)c2sc(=NC(=O)c3ccccc3)n(C)c12	-2%	-18%	-7%	?	1%	0%	9%	2%[10 µM]
CN(C)c1nc2c(c(=O)[nH]c(=O)n2C)n1Cc1ccccc1Br	-3%	-5%	2%	-7%	-11%	-2%	2%	-9%
O=P(O)(CN1CCCCCC1)CN1CCCCCC1	-5%	5%	-1%	4%	1%	-5%	7%	-4%[1.9 µM]
Cc1ccc2cccc(NC(=O)c3ccc(-c4ccc(Cl)cc4Cl)o3)c2n1	.	-2%	-7%	5%	-3%	1%	.	.
CCN1CCc2nc3sc(C(=O)c4ccc(F)cc4)c(N)c3cc2C1	.	-24%	2%	?	2%	-1%	.	.

A portion of the library; rates above refer to the full screens.
